HIV fusion peptide – inhibitors of HIV fusion peptide binding, primary screen, biochemical, uHTS, fluorescence dequenching (AID 1986); cell-free peptide binding, fluorescence dequenching, 30 min; higher % means a stronger effect; inhibition, % at 20 µM, or IC50 in µM where a hit was titrated; 290,000 tested, 0.3% active; in the data active means inhibition mostly above about 52%, no sharp cut-off; inactive means mostly below about 76%; further: some results filed as inactive read as strong as hits
WT yeast gro inh – growth inhibition of WT yeast, mitochondrial fusion screen; mitochondrial fusion phenotypic screen, WT strain; inhibition, % at 10 µM; 190,000 tested, 2.1% active; AID 1362; in the data active means inhibition above about 58%; tested in S. cerevisiae
Yfh1-depleted yeast – enhancers of respiration in Yfh1-depleted yeast, dose response, Friedreich's ataxia, plus single-dose screen (AID 1465). S. cerevisiae Yfh1-off respiration, WST-1 reduction, 72 h; higher fold induction means a stronger effect. fold induction at 50 µM, or EC50 in µM where a hit was titrated. 220,000 tested, 0.074% active;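 active means fold induction of absorbance versus untreated yeast above a set limit, then at least 30% activation at any dose in follow-up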;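 further: activators that raise dye reduction in frataxin-depleted yeast; strong numbers were not always called active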
MT stabilizer – stabilizes microtubules in HeLa cells | HeLa tubulin immunostaining HCS, 24 h; share of cells brighter than vehicle mean+2SD | % tubulin-high responders, % at 10 µM | 200,000 tested, 0.83% active;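 active means plate Z-score above 3 for both tubulin-high and condensed-nucleus cell shares, with cell loss under 80%, at 10 µM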;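 further: anti alpha tubulin signal scored within the nucleus-defined area of each cell; some results filed as inactive read as strong as hits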
Ins promoter up – MIN6 insulin promoter up-regulation; MIN6 insulin promoter-GFP reporter, high-content imaging; hits give high values; z-score at 5 µM; 190,000 tested, 0.3% active; AID 1625;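 active means z-score above 3 at 5 µM with at least 500 cells counted in the well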
AID2073 – inhibitors of Mint1-CaV2.2 protein interaction, biochemical, HTRF (AID 2073) | 290,000 tested, 0.19% active | HTRF protein-protein interaction, Mint1-CaV2.2; higher % means a stronger effect | inhibition, % at 20 µM; hits with a dose series show IC50 in µM; in the data active means inhibition mostly above about 51%, no sharp cut-off; further: some results filed as inactive read as strong as hits
b-catenin transl – modulators of beta-catenin nuclear translocation; HeLa beta-catenin nuclear translocation, immunofluorescence imaging; nuclear translocation activity, % at 5 µM; 190,000 tested, 0.3% active; AID 1665;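 active means nuclear translocation activity above 50% at 5 µM, with a well cell count of 50 or more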;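 further: per-cell ratio of nuclear to cytoplasmic median beta-catenin stain intensity; plate controls were DMSO negative control for no effect and GSK-3 inhibitor IX positive control for full effect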
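System: HeLa cells, endogenous beta-catenin; compound dosing: 5 µM primary single dose, 0.1% DMSO, 0.02–20 µM confirmation series; incubation: 24 h compound exposure at 37°C, 5% CO2; signal: beta-catenin immunofluorescence imaging with DAPI; evaluation: % activation, nuclear-to-cytoplasmic median beta-catenin signal ratio per cell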
Dynein cargo inh – dynein cargo transport inhibition; AID 1381; z-score, hits read low; 220,000 tested, 0.47% active; 3617.4 mouse cells, GR-EGFP nuclear translocation imaging; test concentration mostly 20 µM; stimulated with dexamethasone, 1 µM; hits give low values;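 active means plate z-score of nuclear minus cytoplasmic receptor signal below a set negative limit, without overly bright fluorescence or cell loss, cut at about -3.5 in these data, passing the limit was not always enough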;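 further: z-score of nuclear minus cytoplasmic ring GR-EGFP intensity difference per well; some compounds called inactive have numbers as strong as hits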
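Buffer or medium – tet-free medium with charcoal-stripped serum · Signal – automated 10x imaging of fixed Hoechst-stained cells · Also added – dexamethasone agonist, 1.0 µM final, for 30 min · Incubation – induction 48 h, compound 1 h, agonist 30 min · Read-out – GR-EGFP nuclear translocation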
Autophagy mod – modulators of autophagy; MEF GFP-LC3 puncta imaging; test concentration mostly 10 µM; 190,000 tested, 0.98% active; calls only at 10 µM (by protocol); AID 463193;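 active means percentage of spot-positive cells more than 3 SD above its plate mean, without a fluorescence outlier flag or 80% toxicity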;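 further: spot-positive cell cutoff set from DMSO-treated cells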
WT yeast gro inh mutant strain – second read-out of WT yeast gro inh, no call of its own (marks repeat the call); inhibition, %; mitochondrial fusion phenotypic screen, mutant strain inhibition
Dynein cargo inh cytoplasmic EGFP – second read-out of Dynein cargo inh, no call of its own (marks repeat the call); z-score; measured here: cytoplasmic GR-EGFP intensity; hits give high values
Dynein cargo inh nuclear GR-EGFP – also measured in Dynein cargo inh; calls as there; z-score; measured here: nuclear GR-EGFP intensity;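 lower value marks the stronger effect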
Dynein cargo inh cell count – second read-out of Dynein cargo inh, no call of its own (marks repeat the call); z-score; measured here: cell count per field
Ins promoter up cell count – also measured in Ins promoter up; calls as there; cell count; measured here: cytotoxicity, nuclei count;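 total cells summed across four imaged fields per well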
b-catenin transl cell count 5 µM – also measured in b-catenin transl; calls as there; cell count; measured here: cell count, cytotoxicity flag
MT stabilizer Hoechst-high % – recorded beside MT stabilizer, whose call it bears; % Hoechst-high responders; measured here: nuclear condensation Hoechst responders;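 share of cells brighter than vehicle mean plus two SD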
MT stabilizer cytotoxicity % – recorded beside MT stabilizer, whose call it bears; toxicity, %; measured here: cytotoxicity by cell density;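 0% = mean cell density of plate MIN control wells and 100% = no cells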
Autophagy mod cell loss 18 h – also measured in Autophagy mod; calls as there; toxicity, %; measured here: cell loss, nuclei count;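 cell loss after 18 h compound exposure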
Active calls of the source: *; i = inactive; nt = not tested or not shown.

SMILES	HIV fusion peptide	WT yeast gro inh	WT yeast gro inh mutant strain	Yfh1-depleted yeast	MT stabilizer	MT stabilizer Hoechst-high %	MT stabilizer cytotoxicity %	Ins promoter up	Ins promoter up cell count	AID2073	b-catenin transl	b-catenin transl cell count 5 µM	Dynein cargo inh	Dynein cargo inh cytoplasmic EGFP	Dynein cargo inh nuclear GR-EGFP	Dynein cargo inh cell count	Autophagy mod	Autophagy mod cell loss 18 h
CCOc1ccc(NC(=S)NNC(=S)Nc2cccc(C(F)(F)F)c2)cc1	-2.2%	nt	nt	i	nt	nt	nt	0.01	1449	-15%	-2.5	1215	-0.88	-0.24	-0.82	0.86	nt	nt
CCOC(=O)C1CCCN(c2c(Nc3cc(C)cc(C)c3)c(=O)c2=O)C1 (stereo not drawn)	1.4%	-1	-7	i	3.3	2.5	5.2	-0.37	886	3%	nt	nt	-0.81	-0.27	-0.42	0.53	i	8
CC(C)c1nnc(NC(=O)c2ccc3c(c2)OCO3)s1	2.2%	-3	6	i	2.3	2.0	5.9	-0.07	1372	-2%	-0.5	1529	-0.36	-0.29	-0.19	0.79	i	15
CN(C)S(=O)(=O)c1cccc(-c2nnc(SCc3cc(Cl)cc4c3OCOC4)n2N)c1	2.4%	-12	-1	i	2.9	1.0	7.2	-0.73	1354	-30%	-6.7	953	-0.24	-0.067	-0.18	0.3	i	7
N#CCCC1CCCC=C1N(Cc1ccccc1)C(=O)C(Cl)Cl (stereo not drawn)	-0.1%	nt	nt	i	nt	nt	nt	-0.65	1081	-1%	1.3	1303	0.32	-0.25	0.068	0.76	nt	nt
CC(=O)Nc1nnc(SCC(=O)c2ccc3c(c2)Cc2ccccc2-3)s1	0.7%	15	5	i	4.3	2.5	6.1	0.01	1384	11%	1.8	1147	0.31	-0.26	-0.027	-0.35	i	12
Cc1cccc2cc(CN(Cc3nnnn3C3CCCCC3)C3CCCC3)c3nnnn3c12	-1.0%	-5	-2	i	2.1	1.6	4.8	nt	nt	13%	0.8	1131	-0.62	-0.27	0.0056	-0.089	i	-1
CC1CCN(C(=O)Cn2ncc3c4ccccc4n(C)c3c2=O)CC1	2.0%	nt	nt	i	nt	nt	nt	-0.34	1031	0%	-0.1	1280	-0.29	-0.19	0.34	-0.068	nt	nt
S=c1ccc2ccccc2[nH]1	-2.1%	-10	9	i	4.3	3.7	5.8	-0.3	1022	-2%	-5.2	1092	-0.99	-0.16	-0.42	0.14	i	-2
Cc1ccc(-c2onc3ccc(Cl)cc23)cc1	2.7%	-19	-4	i	5.1	2.8	6.4	0.29	1377	-1%	-1.3	910	-0.61	-0.33	-0.71	0.52	i	5
CCN(CC(=O)Nc1cc(Cl)ccc1OC)CC(=O)NC1CCS(=O)(=O)C1 (stereo not drawn)	1.3%	nt	nt	i	nt	nt	nt	-0.15	953	14%	-1.1	1325	0.34	-0.11	0.81	-2.5	nt	nt
Oc1ccc(CNc2ccccc2)c2cccnc12	-1.5%	35	15	i	3.4	2.2	0.8	nt	nt	-1%	-3.0	1204	-0.63	-0.26	-0.35	0.28	i	-39
c1ccc(CN2CCN(CCCNc3ccc4nnc(-c5ccccc5)n4n3)CC2)cc1	2.4%	10	1	i	3.9	3.3	2.4	-0.66	1495	0%	-0.6	1137	-1	-0.17	-0.4	0.56	nt	nt
Cc1cc(C)nc(N/N=C/c2ccccc2)n1	-1.0%	1	-26	i	1.0	1.4	5.6	nt	nt	7%	-2.3	1278	-0.55	-0.16	-0.26	0.88	i	1
CC(NC(=O)CCCn1cc([N+](=O)[O-])cn1)c1ccccc1 (stereo not drawn)	-1.9%	5	2	i	1.7	1.2	5.4	-0.11	1169	-8%	nt	nt	1	0.078	0.75	-1.6	i	1
COCCNC(=S)N1CCN(c2cccc(C)c2C)CC1	1.0%	-13	-32	i	1.5	2.7	7.6	-0.75	1102	-9%	1.2	1090	0.15	-0.17	0.11	-0.3	i	25
O=C(N/C=N/OCc1cccc(C(F)(F)F)c1)N1OC[C@@H]2COc3ccc4ccccc4c3[C@@H]21	-2.4%	36	6	i	3.3	2.0	7.7	0.03	736	8%	-1.9	1148	-0.22	-0.11	0.17	0.64	i	3
Cc1ccc(N2C(=O)CC(Sc3ncccc3C(=O)O)C2=O)cc1 (stereo not drawn)	0.4%	-2	-3	i	4.7	1.6	3.6	0.37	1601	-6%	-1.7	1003	-0.68	-0.23	-0.25	0.74	i	-38
O=C(CN1C(=O)c2ccc([N+](=O)[O-])cc2C1=O)Nc1nccs1	0.3%	-10	-1	i	2.2	1.4	1.1	0.17	1443	17%	0.1	1534	-0.69	-0.42	-0.84	1.3	i	11
COc1ccc(/C=N/NC(=S)Nc2ccccc2[N+](=O)[O-])cc1O	-2.3%	38	18	i	12	17	48	0.08	1156	-13%	23	539	0.54	0.24	0.057	0.7	i	19
CC(C)N(C(=O)N1CCC(c2nc(-c3ccncc3)no2)CC1)C(C)C	-1.4%	-2	-5	i	1.9	2.9	12	nt	nt	7%	-1.4	1070	-0.61	-0.19	0.34	-0.41	i	10
O=C(N/N=C/c1ccc2c(c1)OCO2)c1ccc2ccccc2n1	-1.2%	10	8	i	4.0	2.9	8.1	0.14	1244	16%	2.3	1110	0.11	-0.33	0.37	1.4	i	18
COc1ccc(C)cc1NC(=O)C(=O)NNC(=O)COc1ccc(Cl)cc1	-1.8%	10	-19	i	2.0	1.3	2.2	-0.1	1171	17%	1.6	1053	0.13	-0.21	-0.25	0.28	i	30
O=C(N=C1SCC(=O)N1c1ccccc1Cl)c1ccccc1	-0.9%	77*	27*	i	3.1	2.3	11	nt	nt	1%	-0.5	1080	-0.75	-0.27	-0.42	0.94	i	-3
CC(C)(C)C1=Nn2c(nnc2-c2ccco2)SC1	-2.5%	-9	-2	i	4.7	2.1	7.0	1.6	950	-6%	-1.2	1143	-0.59	-0.17	0.016	-0.3	i	1
N#CC1=C(O)CCCn2c1nc1ccccc1c2=O	5.9%	16	2	i	5.3	4.4	5.9	1.2	1529	14%	-0.9	1191	2.2	-0.077	1.1	-1.4	i	0
CCC(C)(C)NC(=O)C(OC(=O)c1cc2sccc2n1C)c1ccc(OC)cc1 (stereo not drawn)	3.9%	-1	5	i	4.6	2.5	5.4	0.01	822	4%	-2.7	746	0.4	-0.33	0.25	-0.11	i	16
CC(OC(=O)Cc1coc2ccc3ccccc3c12)C(=O)Nc1ncc(Cl)cc1Cl (stereo not drawn)	15%	19	-8	i	1.1	4.4	6.0	nt	nt	12%	-2.1	933	-0.99	-0.3	-0.69	1.1	i	-5
CCCCSC(=O)Nc1ccccc1	21%	26	16	nt	1.9	2.7	5.0	-0.82	1104	-8%	0.6	688	-0.94	-0.21	-0.16	0.62	i	-4
CN1C(=O)CC2(CC(=O)N(Cc3ccccc3)C2)C1=O (stereo not drawn)	-0.4%	4	4	i	4.5	2.1	7.3	0.59	1151	14%	2.0	964	-0.42	-0.27	-0.14	-0.42	i	5
Cc1c(NC(=O)C2(c3ccccc3)CCOCC2)c(=O)n(-c2ccccc2)n1C	-2.5%	14	17	i	4.0	2.6	7.2	0.02	1768	0%	3.2	1132	-0.28	0.059	-0.15	0.35	i	0
CCCC(=O)Nc1ccc(NC(=O)CCc2ccccc2)cn1	1.4%	-16	7	i	2.0	2.3	3.4	0	1298	0%	0.0	1105	-0.24	-0.21	-0.0012	0.86	i	1
C=CCN(CC=C)C(=O)Nc1cc(Cl)ccc1OC	-1.3%	50	3	i	1.9	2.4	1.2	0.68	1047	0%	-2.1	1133	1.4	-0.26	0.87	0.85	i	-1
Cc1ccc(-c2nnn(CC(=O)N(Cc3cccs3)C(C(=O)NCC3CCCO3)c3ccco3)n2)o1 (stereo not drawn)	-1.0%	-4	-13	i	2.1	2.3	2.7	0.34	1271	-8%	0.6	1527	0.84	-0.18	0.27	-0.048	i	-4
CCn1c(SCC(=O)c2ccccc2)nnc1-c1cccs1	-1.4%	17	1	i	4.7	1.6	2.8	-0.93	1622	-14%	0.4	1268	0.71	-0.17	-0.56	-0.62	i	8
N#Cc1nc(COc2cccc(Cl)c2)oc1NCc1ccco1	-0.1%	17	7	i	6.1	2.4	4.6	-0.23	848	48%	-0.7	1151	-0.65	-0.21	-0.26	-0.002	i	3
COc1cc(/C=N/Nc2nc(=O)[nH]nc2C)cc([N+](=O)[O-])c1O	-3.6%	nt	nt	i	nt	nt	nt	-0.39	1326	-10%	1.1	1283	-0.63	-0.24	-0.3	0.52	nt	nt
CCOC(=O)CSc1nnc(Cc2ccccc2)n1Cc1ccco1	2.3%	-20	6	i	2.0	1.9	5.8	0.9	1330	-7%	-2.0	859	-0.11	-0.13	-0.22	0.3	i	-6
CCc1nc2ccc(C(=O)Nc3nnc(C)s3)cc2nc1CC	0.6%	-3	3	i	1.6	2.5	3.6	-0.13	1151	10%	-0.8	1067	0.19	-0.35	-0.3	-0.17	i	-4

Exported with two lines to a compound: part of the list above
Value order – HIV fusion peptide, WT yeast gro inh, WT yeast gro inh mutant strain, Yfh1-depleted yeast, MT stabilizer, MT stabilizer Hoechst-high %, MT stabilizer cytotoxicity %, Ins promoter up, Ins promoter up cell count, AID2073, b-catenin transl, b-catenin transl cell count 5 µM, Dynein cargo inh, Dynein cargo inh cytoplasmic EGFP, Dynein cargo inh nuclear GR-EGFP, Dynein cargo inh cell count, Autophagy mod, Autophagy mod cell loss 18 h
- CCC(C)(C)NC(=O)C(OC(=O)c1cc2sccc2n1C)c1ccc(OC)cc1 (stereo not drawn)
  3.9%, -1, 5, i, 4.6, 2.5, 5.4, 0.01, 822, 4%, -2.7, 746, 0.4, -0.33, 0.25, -0.11, i, 16
- CCCC(=O)Nc1ccc(NC(=O)CCc2ccccc2)cn1
  1.4%, -16, 7, i, 2.0, 2.3, 3.4, 0, 1298, 0%, 0.0, 1105, -0.24, -0.21, -0.0012, 0.86, i, 1
